OXTR ag – human OXTR agonists, primary screen, fluorescence, CHO-OTR cells, Fluo-8 calcium; activation, % at 3 µM; Oxytocin receptor (Homo sapiens), P30559; 320,000 compounds, 0.32% hits; Fluo-8 calcium fluorescence; normalized: DMSO 0%, oxytocin 100%; AID 2435, 2010;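 active = activation above the mean of all tested compounds plus 3 SD, cutoff set per screening run, cut at about 20% in these data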;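 also: peak over basal fluorescence ratio from a 100 s FLIPR kinetic read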
Target sequence (P30559 whole entry, looked up): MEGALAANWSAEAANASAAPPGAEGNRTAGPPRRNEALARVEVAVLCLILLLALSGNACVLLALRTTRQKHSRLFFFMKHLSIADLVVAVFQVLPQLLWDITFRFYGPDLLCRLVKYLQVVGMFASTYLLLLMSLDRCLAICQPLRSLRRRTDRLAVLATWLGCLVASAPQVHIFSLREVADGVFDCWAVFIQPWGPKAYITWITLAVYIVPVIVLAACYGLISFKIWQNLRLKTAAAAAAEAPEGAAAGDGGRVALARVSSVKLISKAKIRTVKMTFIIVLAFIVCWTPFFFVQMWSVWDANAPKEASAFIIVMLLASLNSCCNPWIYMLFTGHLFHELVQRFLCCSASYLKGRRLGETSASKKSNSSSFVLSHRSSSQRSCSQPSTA
V1R ag counter – agonists of human V1a receptor, primary screen, counter-screen for OXTR agonist project, fluorescence, CHO-V1R cells. Vasopressin V1a receptor (Homo sapiens), P37288. Fluo-8 calcium fluorescence, agonist mode; 0% DMSO, 100% 3 nM vasopressin. activation, % at 3 µM. 320,000 compounds, 0.25% hits;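 active = activation above the mean activation of all tested compounds plus 3 SD, per screening run, cut at about 20% in these data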;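 also: signal is peak over basal fluorescence ratio across a 100 second FLIPR read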
GPR7 antag – GPR7 receptor antagonists, primary screen, cell-based, fluorescence, single concentration. GPR7-expressing cells, fluorescence antagonist assay. inhibition, % at 4.4 µM. 290,000 compounds, 1.1% hits. AID 1861, 2009; in the data active = inhibition above about 16%, passing the limit was not always enough;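 also: cells stimulated with the agonist NPW; 0% = agonist with vehicle and 100% = vehicle without agonist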
Target sequence (P48145 whole entry, looked up): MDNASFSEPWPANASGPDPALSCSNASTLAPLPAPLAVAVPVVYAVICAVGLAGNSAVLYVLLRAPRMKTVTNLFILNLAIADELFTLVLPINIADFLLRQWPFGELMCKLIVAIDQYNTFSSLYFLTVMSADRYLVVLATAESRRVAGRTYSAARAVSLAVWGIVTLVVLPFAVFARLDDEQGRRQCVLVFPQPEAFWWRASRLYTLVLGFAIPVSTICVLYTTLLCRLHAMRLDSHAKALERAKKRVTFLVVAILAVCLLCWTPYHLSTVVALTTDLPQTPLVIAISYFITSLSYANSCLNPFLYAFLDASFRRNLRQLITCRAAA
PHOSPHO1 block – PubChem AID 1565; 290,000 compounds, 1.1% hits; inhibition, % at 13.3 µM; recombinant PHOSPHO1, absorbance phosphatase assay; in the data active = inhibition above about 60%
DNA FID counter – compounds displacing fluorescent DNA intercalator, primary screen, artefact control for HCV NS3 helicase inhibitor project, biochemical, FID fluorescence; inhibition, % at 7.9 µM; DNA fluorescent intercalator displacement; 290,000 compounds, 0.17% hits; in the data active = inhibition above about 37%;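 also: 0% = vehicle and 100% = reference compound; higher means more ethidium bromide displaced from hairpin DNA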
IMP-1 inhibitor – IMP-1 metallo-beta-lactamase inhibitors, primary screen, biochemical, epi-absorbance readout, Pseudomonas aeruginosa enzyme. inhibition, % at 5.6 µM. 290,000 compounds, 0.45% hits. purified IMP-1, nitrocefin hydrolysis, epi-absorbance fluorescence. metallo-beta-lactamase IMP-1 (Pseudomonas aeruginosa). AID 1556, 2009;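 active = inhibition above the mean plus 3 SD of all compounds in the same screening run, cut at about 4.5% in these data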;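 also: 0% = IMP-1 with DMSO and 100% = DMSO wells lacking enzyme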
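System: Purified recombinant IMP-1 metallo-beta-lactamase enzyme | Measured by: Fluorescence quenching readout, ex 480/em 530 nm | Replication: Singlicate | Incubation: 15 min preincubation plus 25 min reaction at 25 °C | Evaluation: Percent inhibition from optical density relative to buffer-blank wells | Benchmarks: DMSO with and without IMP-1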
NS3 helicase inh – inhibitors of HCV NS3 helicase, primary screen, biochemical, Cy5 molecular beacon fluorescence; Hepatitis C virus NS3 helicase; NS3 helicase DNA unwinding; inhibition, % at 10.9 µM; 290,000 compounds, 0.56% hits;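 active = inhibition above the mean of all tested compounds plus 3 SD, set per campaign, cut at about 35% in these data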;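 also: 0% = DMSO wells and 100% = thioflavine S control wells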
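Material: hepatitis C virus NS3 helicase domain fragment enzyme; measured by: Cy5 fluorescence, 0 and 60 min reads; control set: DMSO and thioflavine S; incubation: 60 min unwinding reaction at 25 °C after ATP addition; read-out basis: % inhibition from 60/0 min fluorescence ratio, DMSO 0%, thioflavine S 100%; repeats: singlicate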
VIM-2 inhibitor – VIM-2 metallo-beta-lactamase inhibitors, primary screen, biochemical, epi-absorbance readout, Pseudomonas aeruginosa enzyme | purified VIM-2, nitrocefin hydrolysis, epi-absorbance fluorescence | inhibition, % at 5.6 µM | 290,000 compounds, 0.89% hits | AID 1527, 2009;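 active = inhibition above the mean of all tested compounds plus 3 SD, cutoff set per screening run, cut at about 7.5% in these data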;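 also: red hydrolysis product quenches plate fluorescence so inhibitors raise well fluorescence; 0% = enzyme with DMSO and 100% = DMSO without enzyme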
GalR3 antagonist – GalR3 antagonists in HEK293 cells, primary screen, cell-based, fluorescence readout | Galanin receptor type 3 (Homo sapiens), O60755 | HEK293 GalR3-CNG cAMP membrane potential fluorescence; galR3 body fused to GalR1 C-terminus | inhibition, % at 3 µM | 360,000 compounds, 0.44% hits;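 active = inhibition above the screen-wide average plus 3 SD, cut at about 13% in these data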;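 also: forskolin and galanin both at EC90 stimulate the cells; cAMP rise reported by CNG channel membrane potential dye signal; 0% = forskolin plus galanin with DMSO and 100% = forskolin alone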
Target sequence (O60755 1-299 limits assumed): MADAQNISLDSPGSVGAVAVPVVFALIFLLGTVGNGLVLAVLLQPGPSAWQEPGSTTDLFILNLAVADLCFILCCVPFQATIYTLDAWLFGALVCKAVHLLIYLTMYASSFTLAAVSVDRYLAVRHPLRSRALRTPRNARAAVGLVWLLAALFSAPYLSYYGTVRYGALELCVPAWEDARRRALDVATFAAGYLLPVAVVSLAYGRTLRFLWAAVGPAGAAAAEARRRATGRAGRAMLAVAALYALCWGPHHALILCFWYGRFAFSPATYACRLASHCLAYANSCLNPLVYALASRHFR
* marks the source's active call; other numbers are inactive results; / = not tested or not shown.

entry	SMILES	PHOSPHO1 block	IMP-1 inhibitor	GalR3 antagonist	V1R ag counter	GPR7 antag	VIM-2 inhibitor	DNA FID counter	OXTR ag	NS3 helicase inh
1	CCOC(=O)N1CCN(c2c(NCc3cccs3)c(=O)c2=O)CC1	26	-1.8	1	0.2	-7	-0.6	-3	-0.9	5
2	CS(=O)(=O)Nc1ccccc1C(=O)Nc1ccc2c(c1)OCCO2	-4	-3.3	-4	-0.7	-12	-1.1	-2	0.3	2
3	CC(=O)N1CCOc2ccc(S(=O)(=O)N3C(C)CCCC3C)cc21 (stereo unspecified)	22	0.4	-9	0.9	2	-2.6	-27	1.3	-2
4	c1ccc(-c2cc(N3CCCCC3)nc(-c3ccccc3)n2)cc1	9	0.7	-3	0.7	-6	-1.9	-2	0.0	5
5	O=C(Nc1ccc(OCc2ccccc2)cc1)c1cccnc1	9	-0.1	-2	22*	13	-3.1	-7	21*	4
6	CCCCOc1ccc(C(=O)N/C(=C/C=C/c2ccccc2)C(=O)NCCO)cc1	-2	-4.1	-7	0.0	-5	-4.6	-25	-0.1	3
7	Cc1ccc(C(=O)Oc2ccc([N+](=O)[O-])cc2)cc1S(=O)(=O)N1CCCCCC1	10	-3.1	-11	0.3	-7	-2.7	-10	-0.2	3
8	CC(C)N(C(=O)CSc1nnc(Cc2ccc3c(c2)OCO3)n1C)C(C)C	-23	-2.9	-10	0.7	-14	-4.9	-24	-1.0	0
9	O=C(c1cc2nc(-c3ccc(F)cc3)cc(C(F)(F)F)n2n1)N1CCCCC1c1cccnc1 (stereo unspecified)	36	-0.8	0	2.8	-25	1.5	-26	0.3	-11
10	CCOC(=O)C1CCN(C(=O)c2cc3cc4ccc(C)cc4nc3o2)CC1	24	-2.4	0	6.0	7	1.1	-38	0.8	-4
11	O=C(CSc1nnc(-c2ccccc2)c(-c2ccccc2)n1)N1CCc2ccccc21	2	-2.6	-3	0.0	-12	-1.5	-10	-1.3	7
12	O=C(COc1ccc(S(=O)(=O)N2CCCC2)cc1Cl)Nc1ccc2c(c1)OCO2	56	0.4	-8	3.1	-1	1.7	-10	1.2	9
13	N=c1ccn(Cc2ccc(Cl)cc2Cl)cc1	19	-1.4	-2	-0.5	-4	-1.5	3	0.2	1
14	Cc1nc(-c2ccc(S(=O)(=O)NCc3cccnc3)s2)cs1	23	-3.2	-6	5.6	-2	-3.2	-5	4.3	1
15	O=C(CC1CCCCC1)N1CCC(c2nc(-c3ccc(S(=O)(=O)N4CCCC4)cc3)no2)CC1	5	-2.1	-6	2.5	-2	-11	-3	2.2	-7
16	O=C(N/N=C/C=C/c1ccco1)c1cnccn1	20	-3.5	-4	1.4	-8	-3.8	-9	0.8	32
17	COc1ccc(C)c(-n2c(=O)n(Cc3ccccc3)c(=O)c3[nH]cnc32)c1	-6	-3.6	-4	0.1	-19	-3.9	-6	0.1	-3
18	CC(CCc1ccccc1)NC(=O)c1ccc(NC(=O)c2cccc(Br)c2)cc1 (stereo unspecified)	-10	0.0	-4	1.7	-4	-0.4	4	1.0	0
19	CCOc1ccc(/C=C/c2[nH]c(=O)[nH]c(=O)c2[N+](=O)[O-])cc1	15	-2.3	-12	0.4	-12	0.4	-18	0.1	35
20	O=C1CNC(=O)/C(=C/c2ccco2)N1	0	-2.0	-3	1.7	1	-2.9	-8	0.9	13
21	C=CCNC(=O)c1cccc(Br)c1	7	-3.1	-3	-0.1	3	-0.7	-2	-0.6	7
22	CC1CC(C)(C)N(C(=O)CN2C(=O)c3ccccc3C2=O)c2ccccc21 (stereo unspecified)	11	-4.0	-5	-1.1	-9	-2.5	-26	-2.4	-12
23	C=C(C)CNC(=S)Nc1sc2c(c1C(=O)OCC)CC(C)(C)OC2	39	-1.1	-4	-1.2	1	-0.7	-5	-1.6	0
24	S=C(NCc1cccnc1)Nc1ccc(Cl)cc1	32	-3.5	-5	1.9	9	-5.1	-10	2.4	3
25	CCCCc1nc(SCC(=O)Nc2nnc(C(C)C)s2)n[nH]1	9	-1.2	-4	3.9	-9	-4.0	-16	0.2	0

More structures follow.
entry	SMILES	PHOSPHO1 block	IMP-1 inhibitor	GalR3 antagonist	V1R ag counter	GPR7 antag	VIM-2 inhibitor	DNA FID counter	OXTR ag	NS3 helicase inh
26	CC(C)(Oc1ccc(Cl)cc1)C(=O)NCCCn1ccnc1	-2	-2.7	-2	-1.1	-5	-1.3	0	1.7	1
27	Cc1cc(NO)nc(-c2ccc(Br)cc2)n1	96*	-0.1	-3	0.4	-12	-1.0	1	1.1	5
28	CC1CC(C)CN(CC(=O)c2cccs2)C1 (stereo unspecified)	20	-2.5	-4	-0.5	-2	-3.3	-2	0.0	0
29	O=C(O)c1ccc(NS(=O)(=O)c2cccc(S(=O)(=O)c3ccc(Cl)c(Cl)c3)c2)cc1	6	-1.2	/	-0.1	7	0.9	-23	-0.5	9
30	COc1cc2cc(C(=O)N3CCN(c4ccccc4OC)CC3)[nH]c2cc1OC	37	-3.5	-10	/	-3	-4.9	-47	/	3
31	O=C(c1ccccc1Sc1ccc([N+](=O)[O-])cc1)N1CCCCC1	-31	-2.4	-3	0.8	3	-0.1	-20	2.2	21
32	Cc1ccc(-c2cc(C(=O)Nc3sc4c(c3C(=O)NCc3ccco3)CCC4)[nH]n2)c(O)c1	-10	-1.7	-3	1.9	-3	-3.8	-6	1.3	0
33	CC(c1ccco1)N(C(=O)c1ccccc1NS(=O)(=O)c1cccc([N+](=O)[O-])c1)c1ccccn1 (stereo unspecified)	-5	-3.0	/	8.1	-13	-3.6	-25	7.9	8
34	CCOC(=O)N1CCC(NC(=O)c2ccc3c(c2)N=C(CC)c2ccccc2S3)CC1	43	-4.5	-8	3.5	-5	-1.3	-71	-0.1	-18
35	Cc1ccc(S(=O)(=O)Nc2ccccc2CNC2CCCCC2)cc1	13	-2.6	-4	0.1	-5	-1.6	11	-0.4	-2
36	CCn1nc(C)c(CN2CCC(n3nccc3NC(=O)c3ccc4c(c3)OCO4)CC2)c1C	43	-1.9	2	0.0	-20	-3.0	-1	0.0	0
37	Cc1cc(S(=O)(=O)NCCN(C)C)c(C)s1	41	-1.2	-6	0.1	0	-1.4	5	1.2	0
38	Cc1ccc(-c2c[nH]c(=S)n2-c2ccccc2F)cc1	36	-1.3	-5	1.3	-2	-1.7	0	-3.3	-1
39	CN(Cc1ccco1)S(=O)(=O)c1csc(C(N)=O)c1	32	-2.4	-8	0.3	-9	2.4	1	1.5	3
40	CCN(c1ccc(OC)cc1)S(=O)(=O)c1nnc(NC(=O)c2ccco2)s1	29	-1.8	0	0.6	-20	-2.7	-21	-1.1	4
41	Cc1cccc(NC(=O)Cn2cnc3ccccc3c2=O)c1C	-36	-2.1	-1	-0.7	0	-1.1	-3	0.9	-10
42	CCOc1nc(-c2ccc(OC)cc2)ccc1-c1noc(-c2cc(OC)c(OC)c(OC)c2)n1	0	-2.0	-5	-0.6	-13	-2.3	-1	0.4	-7
43	COc1ccc(Nc2nc(Cl)nc(NCCO)n2)cc1	-9	-4.3	20*	-0.7	-8	-5.7	-2	-0.8	-9
44	OCCn1c(CSc2nnc(-c3ccco3)n2-c2ccccc2)nc2ccc(Cl)cc21	10	-0.2	9	-1.0	-7	-1.0	-52	-1.1	27
45	O=C(OCC#CCSc1nnc(-c2ccccc2)o1)c1cc2ccccc2o1	0	-2.1	-9	1.1	11	0.5	-3	0.8	14
46	Cc1sc(C(=O)Nc2ccc3ccccc3c2)cc1CC(=O)O	15	-3.1	-2	0.4	-4	-0.2	-28	0.6	14
47	Cc1ccc(C)c(NC(=S)NCC(c2cccnc2)N2CCOCC2)c1 (stereo unspecified)	9	-3.6	1	1.2	-13	-0.8	-3	-0.9	-2
48	Cc1ccccc1NC(=O)CC1S/C(=N/c2nccs2)N(C)C1=O (stereo unspecified)	9	-2.8	-2	1.4	-1	-1.6	-8	-0.1	7
49	CN1CCN(CCC(=O)Nc2ccc(C3CCCC3)cc2)CC1	35	-1.7	-7	1.5	-16	-0.4	16	0.1	-20
50	Cc1nc2cc(NC(=O)Nc3cccc4ccccc34)ccc2n1C	-3	0.0	-3	-0.2	-11	-2.8	5	-0.3	-17

Arranged by value in IMP-1 inhibitor (lowest first): 3 of the compounds above.
item | Structure | PHOSPHO1 block | IMP-1 inhibitor | GalR3 antagonist | GPR7 antag | VIM-2 inhibitor | NS3 helicase inh
28 | CC1CC(C)CN(CC(=O)c2cccs2)C1 (stereo unspecified) | 20 | -2.5 | -4 | -2 | -3.3 | 0
44 | OCCn1c(CSc2nnc(-c3ccco3)n2-c2ccccc2)nc2ccc(Cl)cc21 | 10 | -0.2 | 9 | -7 | -1.0 | 27
12 | O=C(COc1ccc(S(=O)(=O)N2CCCC2)cc1Cl)Nc1ccc2c(c1)OCO2 | 56 | 0.4 | -8 | -1 | 1.7 | 9

Next section:
entry	SMILES	PHOSPHO1 block	IMP-1 inhibitor	GalR3 antagonist	V1R ag counter	GPR7 antag	VIM-2 inhibitor	DNA FID counter	OXTR ag	NS3 helicase inh
51	CCSc1nsc(NC(=O)Nc2ccccc2OC)n1	/	-2.7	-11	2.0	0	-1.9	3	-0.6	-3
52	CC(OC(=O)Cc1n[nH]c(=O)c2ccccc12)C(=O)Nc1ccccc1[N+](=O)[O-] (stereo unspecified)	28	-1.8	-2	3.6	2	-1.0	-19	0.3	8
53	O=C(C[n+]1ccc2ccccc2c1)Nc1cc(C(F)(F)F)ccc1Cl	1	-3.2	0	1.9	-4	-2.4	14	0.3	-10
54	NS(=O)(=O)c1cccc(NC(=O)Cn2cnc3ccccc3c2=O)c1	8	-2.7	-7	-0.8	-15	-2.2	3	0.5	5
55	CC(C)CNC(=O)COC(=O)CCC(=O)c1ccc(Cl)cc1	32	-1.6	-3	-0.6	-6	-0.8	-16	0.1	6
